Source: PubChem (National Center for Advancing Translational Sciences (NCATS))
12-hLO inh: 12-hLO (ALOX12) enzyme inhibition | P18054 | purified 12-hLO, xylenol orange hydroperoxide absorbance | Potency, µM (highest dose often 57.1 µM), for the others: at the highest dose activity change, negative = inhibition, usual class: inhibitors | 0.12% of 150,000 active | AID 1452; further: potency means the concentration at half of the fitted maximal effect; nearly all actives have a fitted effect of over 55% in size; many of its hits are not listed in these tables
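150 nM 12hLO, 25 mM Hepes pH 7.0 + 0.01% Triton X-100; cpd preinc 15 min RT; 40 uM arachidonic acid, 30 min RT; Fe-XO 30 min; A573/A405 ratio as read-out.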
IMPase cell inh: cell-permeable inhibitors of inositol monophosphatase (IMPase) | CHO-M1 cells, IP1 accumulation, HTRF TR-FRET ratio | 120,000 tested, under 10 active | P97697 | inhibition (IP1 accumulation), % at 46.1 µM; active means well fitted curve in the direction sought with a large enough effect in the signal ratio, not every such curve was filed as active; inconclusive means small, poorly fitted or top-dose-only effect, or a change in a side signal; inactive means no such curve, though single readings can be large or run the other way; the % refers to the signal ratio;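 further: cells stimulated with carbachol in lithium chloride buffer; plate controls were DMSO basal wells for no effect and reference inhibitor wells for full effect; higher means more IMPase inhibition seen as more IP1 and lower FRET ratio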
Target sequence (P97697 whole entry, looked up): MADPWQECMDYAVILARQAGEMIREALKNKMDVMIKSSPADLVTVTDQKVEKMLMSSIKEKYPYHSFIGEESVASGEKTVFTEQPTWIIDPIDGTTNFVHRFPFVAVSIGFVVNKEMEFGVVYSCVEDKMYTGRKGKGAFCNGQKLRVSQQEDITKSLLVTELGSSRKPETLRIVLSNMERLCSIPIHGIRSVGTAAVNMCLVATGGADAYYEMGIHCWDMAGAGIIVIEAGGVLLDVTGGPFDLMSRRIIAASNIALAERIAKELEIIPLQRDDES
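Seeded CHO-M1 cells were dosed with compound at up to 46 uM, stimulated with carbachol for 30 min, then lysed in IP-One detection reagents. Higher IP1 lowers the TR-FRET signal.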
PNC inhibitor: blocks assembly of the perinucleolar compartment | PC3M PTB-GFP, PNC prevalence imaging, 16 h; stronger effect = lower value | activity change (PNC), negative = inhibition, % at 10 µM | 3.1% of 140,000 active | AID 2417;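 active means readout at or below -70, meaning at least 70% loss of cells showing the perinucleolar compartment, a nuclear body marking cancer cells; inconclusive means readout between -30 and a set limit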;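 further: plate controls were DMSO wells for no effect and camptothecin positive control wells for full effect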
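Read-out is percentage of cells bearing a perinucleolar compartment, from automated 20x imaging of fixed, Hoechst-stained PC3M PTB-GFP cells. Cells were seeded 4 h, then exposed 16 h to compound (23 nl of library stock) in duplicate plates.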
ALOX15B inhib: blocks human 15-lipoxygenase 2 activity. Potency, µM (top dose mostly 57.1 µM), for the others: at the top dose activity change, negative = inhibition, most hits filed as inhibitors. 0.56% of 110,000 active. O15296. purified 15hLO-2, xylenol orange hydroperoxide absorbance; further: potency means the concentration at half of the fitted maximal effect; nearly all actives have a fitted effect of over 60% in size; many of its hits are not listed in these tables
Target sequence (O15296 whole entry, looked up): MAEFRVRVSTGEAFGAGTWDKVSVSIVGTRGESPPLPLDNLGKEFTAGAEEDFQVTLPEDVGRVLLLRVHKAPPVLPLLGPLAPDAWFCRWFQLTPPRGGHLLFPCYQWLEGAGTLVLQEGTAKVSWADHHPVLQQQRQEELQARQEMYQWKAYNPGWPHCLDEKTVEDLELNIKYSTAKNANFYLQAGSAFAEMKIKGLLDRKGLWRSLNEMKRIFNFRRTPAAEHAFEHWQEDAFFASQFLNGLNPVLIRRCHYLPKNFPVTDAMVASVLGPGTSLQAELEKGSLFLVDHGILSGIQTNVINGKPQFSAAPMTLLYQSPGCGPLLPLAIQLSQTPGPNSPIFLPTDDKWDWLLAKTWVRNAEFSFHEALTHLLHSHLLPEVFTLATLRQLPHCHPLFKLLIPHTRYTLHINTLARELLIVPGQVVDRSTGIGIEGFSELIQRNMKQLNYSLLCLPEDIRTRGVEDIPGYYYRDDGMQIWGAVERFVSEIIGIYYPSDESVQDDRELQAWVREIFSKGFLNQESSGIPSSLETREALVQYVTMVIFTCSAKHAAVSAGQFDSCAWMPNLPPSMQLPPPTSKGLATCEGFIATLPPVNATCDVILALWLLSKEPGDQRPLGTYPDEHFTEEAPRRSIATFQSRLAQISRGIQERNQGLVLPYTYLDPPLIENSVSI
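Purified human 15hLO-2 (50 nM final) preincubated with compounds 15 min at room temperature in 25 mM Hepes pH 7.5, 0.01% Triton X-100, then 45 uM arachidonic acid added for 90 min; hydroperoxide detected via ferrous/xylenol orange, 573/405 nm absorbance ratio.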
* marks the source's active call; other numbers are inactive results; ? = inconclusive; . = not tested or not shown; & = joins results of further samples; [ ] = another dose, or the depositor's remark. Unless noted, the call rests on the fitted dose curve; in most records, active means well fitted curve in the direction sought with a large enough effect; inconclusive means small, poorly fitted or top-dose-only effect, or another doubt; inactive means no such curve, though single readings can be large; an effect the other way counts as inactive or inconclusive. Unless noted, on the % scale 0 is the no-effect control and ±100 the full control effect. These rows are one share of the data (hit frequency here may not be typical).

SMILES | 12-hLO inh | IMPase cell inh | PNC inhibitor | ALOX15B inhib
CC(C)(C)C1CCC(=NNS(=O)(=O)c2ccc(Br)cc2)CC1 (stereo not drawn) | 3% | 8 | -20 | .
O=C(CSc1nnc(-c2cccc(S(=O)(=O)N3CCCCC3)c2)o1)NCCC1=CCCCC1 | -2% | -2 | 9 | -6%
c1ccc(-c2ccccc2OCCCCN2CCCCC2)cc1 | 2% | -5 | 2 | .
O=C(CN1CCCCC1)Nc1cccc(Cl)c1Cl | 0% | -4 | -13 | -4%
COC(=O)c1sc(NC(C)=O)c(C(=O)OC)c1C | -2% | -8 | ? | 0%
COc1ccc(OC)c2c1sc(=NC(=O)C(C)(C)C)n2C | 4% | 2 | -15 | 5%
O=C(CN1CCN(c2ccccc2)CC1)Nc1ccc(-n2cnnn2)cc1 | 1% | 2 | 55 | -7%
CN(Cc1ccccc1)Cc1c(F)cccc1F | 1% | -3 | 35 | -3%
CC1CCc2nc(N)c(C#N)c(-c3cccnc3)c2C1 (stereo not drawn) | 5% | -4 | -21 | .
CS(=O)(=O)N(CC(=O)N1CCOCC1)c1ccc2c3c(cccc13)CC2 | 1% | 14 | ? | -1%
CNc1cc([N+](=O)[O-])ccc1N/C=C/C(=O)c1ccc2c(c1)OCO2 | -3% | . | -118* | .
COc1ccc(OC)c(NC(=O)CSc2nnc(CNC(=O)COc3ccc(Cl)cc3)o2)c1 | -16% | -1 | ? | 18%
CSc1nnc2c(n1)OC(C)=Nc1ccccc1-2 | -8% | 3 | 23 | -16%
COC(=O)c1ccc(NC(=O)CNC(=O)C2CCCCC2)cc1 | -3% | 6 | ? | -6%
O=C1NC(c2ccccc2)(C(F)(F)F)C(=O)N1Cc1cccnc1 (stereo not drawn) | 0% | 3 | -85* | 9%
CCc1ccc(N(CC(=O)NC2CCCCC2)S(=O)(=O)c2c(C)noc2C)cc1 | 5% | 2 | 6 | -12%
O=C(NCCCN1CCOCC1)c1ccc(Cl)s1 | 5% | 4 | 21 | 9%
O=C(Nc1cc(Sc2nc3ccccc3s2)cc([N+](=O)[O-])c1)c1cccc(F)c1F | -2% | . | ? | .
CCN=c1scc(-c2ccc3c(c2)NC(=O)CO3)n1N=C1CCCC1 | -8% | 7 | -10 | ?
O=C(NCCCCNC(=O)c1cccnc1)c1cccnc1 | -1% | -4 | ? | 1%
Cc1ccc(S(=O)(=O)/N=C(/Nc2nc(C)cc(C)n2)N2CCOCC2)cc1 | -3% | -9 | 49 | -1%
COc1ccc(-c2ccc(-c3noc(C(C)C)n3)c(OC)n2)cc1 | -12% | 9 | -10 | -20%
O=C(CCCc1nc2ccccc2s1)N1CCN(c2ccccc2F)CC1 | -4% | 4 | -5 | .
CCCNS(=O)(=O)c1ccc(OCC(=O)NCc2ccco2)cc1 | 0% | -10 | 7 | -3%
CSc1nnnn1-c1ccc(C)c(Cl)c1 | -3% | . | 33 | .
(next part)
SMILES | 12-hLO inh | IMPase cell inh | PNC inhibitor | ALOX15B inhib
CCCc1nc(NCc2ccco2)c(C#N)c2c1COC(C)(C)C2 | -4% | 2 | 0 | 1%
C=CCSc1nc2c(c(=O)[nH]1)C(C(C)C)C(C#N)=C(N)O2 (stereo not drawn) | 2% | -3 | 1 | 3%
COc1ccc(N2CC(C(=O)NCCc3ccc(OC)c(OC)c3)CC2=O)cc1 (stereo not drawn) | -1% | 9 | 24 | 3%
Cc1ccc(OCc2nnc(SCC(=O)NC3CCCCC3)n2C)cc1 | -1% | 5 | 32 | -5%
O=C(CSc1nc(-c2ccccc2)cc(=O)[nH]1)NCc1ccc2c(c1)OCO2 | -3% | -1 | 43 | -5%
O=c1oc2ccccc2cc1-c1csc(NN=C2CCCCC2)n1 | -18% | 1 | ? | ?
S=C(NCCCN1CCOCC1)Nc1ccc(Cl)c(Cl)c1 | -5% | . | 22 | .
Cc1cccc(NC(=O)CSc2nc3c(c(=O)[nH]2)CCCC3)c1C | 0% | 0 | -26 | -2%
Cc1ccc(C(=O)Nc2nc(-c3ccccc3)c(-c3ccccc3)o2)cc1 | 0% | 7 | ? | .
CCCN(CCC)S(=O)(=O)c1ccc(NC(=O)c2cc(C(=O)OC)cc([N+](=O)[O-])c2)cc1 | 2% | 6 | 20 | 6%
CCCN1C=CC(=C/C=C(\C#N)C(=O)OCC)C=C1 | -6% | ? | -8 | -6%
O=C1CSC(c2ccccn2)N1c1ccccc1 (stereo not drawn) | -4% | 3 | ? | 4%
O=C(C1=C(O)C(=O)N(CCc2ccccc2)C1c1cccnc1)c1ccco1 (stereo not drawn) | -4% | ? | -20 | -4%
CCC(=O)c1ccc(OCC(O)CNCc2ccc(F)cc2)cc1 (stereo not drawn) | 2% | -5 | -1 | .
S=C(NCC1CCCCC1)Nc1cccnc1 | 1% | 7 | ? | .
Cc1cccc(NC(=O)CN2C(=O)S/C(=C\C(=O)Nc3ccc(Cl)cc3)C2=O)c1 | -2% | . | 36 | .
COc1ccc(C(CC(=O)O)NC(=O)Cc2ccccc2)cc1 (stereo not drawn) | -3% | 1 | -1 | -6%
CCN=C1S/C(=C\c2cc(Br)ccc2OCC(=O)OCC)C(=O)N1CC | -1% | . | -6 | .
Cc1cc(C)c(-c2cc(NC(=O)COC(=O)c3ccc(C#N)cc3)n(-c3ccccc3)n2)cc1C | 2% | . | 4 | .
CC(C)C(=O)N1CCN(c2ccccc2NC(=O)c2cccc(Cl)c2)CC1 | 3% | 7 | 29 | ?
O=S(=O)(c1ccc(F)cc1)n1ccc(-c2cccc(OCc3ccc(Cl)cc3Cl)c2)n1 | -2% | 3 | ? | -9%
CC1Cn2c(nc3sc4c(c3c2=O)CCC4)N1CCO (stereo not drawn) | -4% | 4 | 42 | -2%
O=S(=O)(c1cccs1)N1CCc2ccccc2C1 | 0% | 4 | ? | 4%
CCn1c(SCc2ccc(C(=O)OC)o2)nc2sc3c(c2c1=O)CCCC3 | 4% | -1 | 24 | -16%
OC(COCc1ccccc1)CN1CCc2ccccc2C1 (stereo not drawn) | 0% | . | -2 | .

One compound at a time (already shown). Values in the order: 12-hLO inh, IMPase cell inh, PNC inhibitor, ALOX15B inhib
`O=S(=O)(c1ccc(F)cc1)n1ccc(-c2cccc(OCc3ccc(Cl)cc3Cl)c2)n1` is listed with -2%, 3, ?, -9%
`CCCc1nc(NCc2ccco2)c(C#N)c2c1COC(C)(C)C2` is listed with -4%, 2, 0, 1%
`Cc1ccc(OCc2nnc(SCC(=O)NC3CCCCC3)n2C)cc1` is listed with -1%, 5, 32, -5%
`S=C(NCC1CCCCC1)Nc1cccnc1` is listed with 1%, 7, ?, .
`COc1ccc(C(CC(=O)O)NC(=O)Cc2ccccc2)cc1` (stereo not drawn) is listed with -3%, 1, -1, -6%

(list continues)
SMILES | 12-hLO inh | IMPase cell inh | PNC inhibitor | ALOX15B inhib
CCC(C)(C)n1nnnc1C(C(C)C)N1CCN(C)CC1 (stereo not drawn) | -2% | -1 | ? | -1%
Cc1ccc(S(=O)(=O)c2ccc(Cl)cc2)cc1S(=O)(=O)N1CCN(C)CC1 | -6% | 7 | 8 | 24%
CCC(CC)C(=O)NCCc1ccc(F)cc1 | -1% | 0 | -9 | 4%
COc1ccccc1NC(=O)CSC1CC(=O)N(c2ccc3c(c2)OCO3)C1=O (stereo not drawn) | -6% | -5 | 8 | -10%
Cc1ccc(COc2ccc(/C=N/O)cc2)cc1 | 0% | . | 6 | .
CC(=O)Nc1sc(N/N=C\c2ccco2)nc1-c1cccs1 | -15% | 17 | ? | .
O=[N+]([O-])c1ccc(/C=N/NS(=O)(=O)c2ccc(Cl)cc2)o1 | -4% | . | 82 | .
Cc1ccc(NC(=O)CCC(=O)OCC(=O)c2ccc(Oc3ccc([N+](=O)[O-])cc3)cc2)cc1 | 2% | . | 40 | .
O=C(Cc1ccc([N+](=O)[O-])cc1)Nc1cccc(C(F)(F)F)c1 | -10% | 1 | 29 | .
O=C(Nc1ccc2c(c1)OCO2)NC1CCN(Cc2ccccc2)CC1 | -3% | -7 | 2 | 17%
Brc1ccc(-c2nnc(-c3ccco3)o2)cc1 | -22% | -4 | -14 | -1%
Cc1ccccc1N=C(N)Nc1ccccc1C | -1% | 13 | . | 18%
Cc1ccc(S(=O)(=O)c2c(C)cc(C)nc2Oc2cccc(C)c2C)cc1 | 5% | 6 | 105 | 14%
CC(C)(C)C1CCc2onc(C(=O)NCc3ccc(F)cc3)c2C1 (stereo not drawn) | -8% | 8 | ? | -5%
O=C(Cc1cccs1)NCCN1CCOCC1 | -1% | . | 31 | .
Cn1c(N)c(C(=O)COC(=O)c2cc(C(F)(F)F)nc3c(C(F)(F)F)cccc23)c(=O)n(C)c1=O | -3% | . | . | 4%
O=C(NNS(=O)(=O)c1ccc2ccccc2c1)C1CCN(Cc2ccccc2)CC1 | 3% | 16 | 12 | 12%
COc1nc(Oc2ccc(=O)n(C)n2)nc(N(C)C)n1 | 8% | 1 | 31 | 3%
Fc1ccc(Nc2nc(N3CCOCC3)c3ccccc3n2)cc1 | -11% | 2 | -17 | 10%
CCOC(=O)C1=C(C)NC(SCC(N)=O)=C(C#N)C1c1cccs1 (stereo not drawn) | -2% | 0 | -13 | 0%
Cc1cc(C)nc(N2C(=O)CC(C(=O)O)NC2=NCCc2c[nH]c3ccccc23)n1 (stereo not drawn) | -8% | 3 | -3 | -4%
COc1nc(NCc2cccnc2)nc(OC)n1 | -7% | -1 | 3 | -5%
N#Cc1c(N)sc(=S)c2c1CCN(Cc1ccccc1)C2 | 1% | 17 | ? | -25%
Cc1ccccc1OCCn1cc(/C(N)=N/O)c2ccccc21 | -7% | 5 | 49 | 8%
O=c1[nH]cnc2scc(-c3ccccc3)c12 | 1% | 1 | -11 | -6%
(next part)
SMILES | 12-hLO inh | IMPase cell inh | PNC inhibitor | ALOX15B inhib
CN(Cc1cnc2nc(N)nc(N)c2n1)c1ccc(C(=O)N[C@@H](CCC(=O)O)C(=O)O)cc1 | 53%[activator] | -2 | . | 1%
CCCCOC(=O)c1ccc(N2C(=O)CC(N3CCN(C/C=C/c4ccccc4)CC3)C2=O)cc1 (stereo not drawn) | -8% | 5 | -21 | 19%
COc1cc(OC)c(S(=O)(=O)NCc2ccco2)cc1S(=O)(=O)NCc1ccco1 | 10% | -8 | ? | 3%[2.29 µM]
COc1ccc(-c2cc(-c3cccs3)c(C#N)c(SCC(=O)NCc3ccccc3)n2)cc1 | 5% | -24 | -16 | ?
O=C1c2ccccc2NC(c2ccccc2)N1/N=C/c1ccccc1 (stereo not drawn) | 5% | 3 | 6 | 8%
N#Cc1cc2nc(O)c(O)nc2cc1[N+](=O)[O-] | -8%&-4% | ? | . | 6%&-7%
Cc1cccc(C)c1NC(=O)C1(NC(=O)Cn2cccc([N+](=O)[O-])c2=O)CCCCC1 | 1% | . | 27 | .
Cc1cccc(C)c1NC(=O)c1ccc([N+](=O)[O-])s1 | 2% | . | 13 | .
Cc1ccc(-n2c(C)cc(/C=N/NC(N)=S)c2C)cc1 | ? | . | -29 | .
O=C(CSc1nnc(COc2ccccc2)n1Cc1ccco1)Nc1ccc2c(c1)OCCO2 | 2% | 14 | -8 | -9%
Cn1c(SCC(=O)C(C)(C)C)nnc1-c1ccncc1 | 4% | -7 | -2 | 4%
CCOC(=O)C1CCCN(C(=O)Cn2nc(CC)n3c(cc4sccc43)c2=O)C1 (stereo not drawn) | -2% | 0 | ? | -5%
COC(=O)c1ccccc1NC(=O)C1CC(=O)N(c2ccc(C)c(C)c2)C1 (stereo not drawn) | -11% | -7 | ? | 3%
CN(C(=O)CSc1nnc(Nc2ccccc2)s1)c1c(N)n(Cc2ccccc2)c(=O)[nH]c1=O | -3% | 1 | ? | -5%
CCN(CC)c1nc(N2CCOCC2)c(C#N)c2c1CN(C)CC2 | -1% | 10 | 9 | 9%
